# Assay outcomes deposited in PubChem by National Center for Advancing Translational Sciences (NCATS).
# IkB signaling = IkB Signaling. ABC-DLBCL IkBa-CBG/CBR dual luciferase ratio, 4 h; response scale: scaled: untreated 0%, proteasome inhibitor 100%. Potency, µM (top dose mostly 57.1 µM), inactives show top-dose IkBa stabilization activation. AID 445, 2006. hit rate 0.04% among 110,000; active = well fitted curve in the direction sought with a large enough effect in the signal ratio, not every such curve was filed as active; inconclusive = small, poorly fitted or top-dose-only effect, or a change in a side signal; the % refers to the signal ratio;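 also: the direction sought is a rising ratio; 0% = basal untreated cells and 100% = reference inhibitor full response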
#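 Luminescence ratio of IκBα-fused green versus native red beetle luciferase in OCI-Ly3 cells, 4 h post-doxycycline with compound; red signal alone, scaled from basal (0%) to zero light (-100%), flagged nonspecific or cytotoxic effects.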
# Peg3 imprint = qHTS Assay for Compounds that Induce Erasure of Genomic Imprints | mouse ES Peg3-LacZ reporter, beta-gal luminescence, 40 h | Potency, µM (series often up to 60.7 µM), without a hit: at the top dose activity change, positive = activation, actives largely listed as activators | hit rate 0.02% among 110,000;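 also: 0% = negative control wells on the plate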
#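 Gelatin-coated wells received 300 freshly trypsinized female ES cells with a Peg3LacZ-Neo reporter on the maternal allele, then incubated 40 hours at 37C. BetaGlo was added for 5 minutes at room temperature before a single luminescence read.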
# p53ts 39C kill = qHTS Screen for Compounds that Selectively Target Cancer Cells with p53 Mutations: Cytotoxicity of p53ts Cells at the Nonpermissive Temperature. Potency, µM (titrated, usually from 46.1 µM), for the others: top-dose activity change, negative = cell killing, hits mostly cytotoxic. hit rate 1.5% among 130,000. AID 902, 2007. H1299-p53A138V viability at 39C, ATP luminescence, 24 h; also: nearly all actives have a fitted effect of over 55% in size
# p53ts 32C kill = qHTS Screen for Compounds that Selectively Target Cancer Cells with p53 Mutations: Cytotoxicity of p53ts Cells at the Permissive Temperature | Potency, µM (top dose mostly 46.1 µM), for inactives: at the highest dose activity change, negative = cytotoxicity, most hits filed as cytotoxic | H1299-p53A138V at 32C, ATP luminescence viability, 24 h | hit rate 0.93% among 130,000;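 also: 0% = DMSO and -100% = full killing by reference compound; nearly all actives have a fitted effect of over 55% in size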
#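 Viability by ATPlite luminescence after 24 h compound treatment (up to 46 uM) at the permissive 32C. Cells are H1299 carrying p53 A138V. Scale runs from DMSO basal to 100 uM tamoxifen as full kill; AC50 from Hill fits.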
# Active calls of the source: *; ? = inconclusive; . = not tested or not shown; & = joins results of further samples; [ ] = another dose, or the depositor's remark. Unless noted, calls follow the shape of the dose curve; as a rule, active = well fitted curve in the direction sought with a large enough effect; inconclusive = small, poorly fitted or top-dose-only effect, or another doubt; inactive = no such curve, though single readings can be large; an effect the other way counts as inactive or inconclusive. Unless noted, % is scaled to controls: 0 for no effect and ±100 for the full control effect; potency is read from the fitted curve at half-maximal effect. Rows are unselected; overall some 1.8% were active at least once.
SMILES,IkB signaling,Peg3 imprint,p53ts 39C kill,p53ts 32C kill
COc1ccc(CN2C(=O)CCC2(C)C(=O)NC2CCCCCC2)cc1 (configuration not stated),-0.6%,-39.3%[inhibitor],-11.5%,-3.4%
COc1ccc(NC(=O)c2cc(S(=O)(=O)N3CCCCC3)ccc2N2CCCCC2)cn1,5.3%,-22.1%,5.4%,16.5%
Cc1ccc2cccc(NC(=O)c3ccc(-c4ccc(Br)cc4)o3)c2n1,?,-3.8%[10.9 µM],9.6%,6.8%
CCOc1ccc(N(C(=O)c2ccccc2F)S(=O)(=O)c2ccc3c(c2)n(C)c(=O)n3C)cc1,0.7%,-9.6%[10.9 µM],-18.0%,-5.5%
CCc1ccccc1NC(=O)Cn1ccn(-c2cc(C)cc(C)c2)c(=O)c1=O,2.5%,-19.4%[10.9 µM],-12.7%,-9.3%
CC1=Nc2cc(C(=O)NC3CCCC3)ccc2Sc2ccc(Br)cc21,?,-21.1%[10.9 µM],?,-4.5%
O=C(CC1Sc2ccccc2NC1=O)OCC(=O)N1CCc2ccccc21 (configuration not stated),3.4%,-5.2%,-2.9%,-3.4%
CCn1c(=O)n(-c2ccc3c(c2)OCO3)c2nc(-c3cccc(OC)c3OC)nc(C(N)=O)c21,-2.0%,-1.9%[10.9 µM],-2.1%,0.1%
Cc1ccc(CNC(=O)CCc2c(C)nn(-c3ccc(N4CCOCC4)nn3)c2C)cc1,-1.2%,-11.8%[10.9 µM],-18.6%,-0.1%
CCOC(=O)C1CCCN(Cc2nc(N)nc(Nc3ccccc3)n2)C1 (configuration not stated),0.9%,-16.5%,-1.7%,0.9%
COC(=O)c1ccccc1NC(=O)Cn1cc2c(n1)CCC(C)C2 (configuration not stated),-1.7%,-9.3%,6.8%,0.5%
COc1cccc(C2CC(c3ccc(Cl)cc3Cl)Nc3nc(N)nn32)c1 (configuration not stated),1.3%,-6.7%,1.2%,-0.8%
Cc1ccc(F)cc1NC(=O)c1ccc2c(c1)OCO2,4.6%,-41.7%[inhibitor],3.5%,-2.7%
Cc1c(-c2nsc(NC(=O)c3cccs3)n2)nnn1-c1ccc(Br)cc1,0.0%,-14.4%[10.9 µM],?,?
COC(=O)C1=C(C)N(C)C(C)=C(C(=O)OC)C1c1cccc(Br)c1,2.0%,-13.9%,0.6%,11.4%
OCCOCCOCCn1c2ccccc2c2ccccc21,-0.3%,-1.4%,2.1%,2.1%
Cc1cccc(N2CCN(S(=O)(=O)c3c(C)nc4scc(C)n4c3=O)CC2)c1C,?,-10.4%[10.9 µM],-21.6%,10.3%
CCc1ccc2oc(-c3ccc(C)c(NC(=O)c4ccc(C#N)cc4F)c3)nc2c1,?,-3.6%[10.9 µM],17.8%,-14.7%
CN1CCN(c2nc3cc(C(F)(F)F)ccc3n3cccc23)CC1,?,-15.7%&-5.8%,?,-3.4%&-23.3%
Cn1c(=O)[nH]c(=O)c2c1nc(N1CCc3ccccc3C1)n2CCSc1nc2ccccc2s1,-1.2%,-6.3%,7.0%,5.6%
CCCOc1nc2c(c(=O)n(C)c(=O)n2C)n1CC,-3.3%,-5.6%,10.7%,0.1%
CCOC(=O)c1c(N)sc(C(=O)N2CCCCCC2)c1C,-1.8%,-11.4%,-6.9%,-2.1%
C[C@@H]1CCC2[C@@H](C)[C@@H](O)O[C@@H]3O[C@@]4(C)CC[C@@H]1[C@@]23OO4 (some centres not stated),.,-7.1%,?,-22.1%
O=C(c1cccc(F)c1)N1CCC2(CCCN(Cc3ccccc3)C2)CC1,0.4%[11.4 µM],.,6.1%,1.6%
COc1ccc(N(C)C(=O)c2oc(=O)c3ccccc3c2-c2ccc(C)cc2)c(OC)c1,?,?,4.3%,14.6%
COc1ccc(OC)c(CCNC(=O)c2ccc(CS(=O)Cc3cccc(Cl)c3)o2)c1 (configuration not stated),-1.6%,-17.8%[10.9 µM],11.3%,5.8%
CCCCn1cnc2c1c(=O)n(CC(=O)c1cc(C)n(C)c1C)c(=O)n2CC(C)C,0.9%,-14.4%,-2.8%,1.2%
Cc1ccc(S(=O)(=O)N2C(=O)CCC2C(=O)Nc2ccc3c(c2)OCCO3)cc1 (configuration not stated),2.1%,-12.6%,6.2%,3.9%
Cc1ccc(S(=O)(=O)C(CNC(=O)C(=O)NCCc2ccccc2)c2cccs2)cc1 (configuration not stated),2.5%,-3.3%[10.9 µM],-13.2%,6.7%
COCCCNC(=O)CCSc1ccc(Cl)cc1,-2.7%,-2.4%,0.6%,1.7%

# 3 compounds already listed, ordered by the value under Peg3 imprint, high to low:
SMILES	Peg3 imprint
COCCCNC(=O)CCSc1ccc(Cl)cc1	-2.4%
COC(=O)c1ccccc1NC(=O)Cn1cc2c(n1)CCC(C)C2 (configuration not stated)	-9.3%
COC(=O)C1=C(C)N(C)C(C)=C(C(=O)OC)C1c1cccc(Br)c1	-13.9%

# Looked up above:
# For Peg3 imprint, CN1CCN(c2nc3cc(C(F)(F)F)ccc3n3cccc23)CC1 reads -15.7%&-5.8%
# For IkB signaling, COCCCNC(=O)CCSc1ccc(Cl)cc1 reads -2.7%
# For p53ts 32C kill, C[C@@H]1CCC2[C@@H](C)[C@@H](O)O[C@@H]3O[C@@]4(C)CC[C@@H]1[C@@]23OO4 (some centres not stated) reads -22.1%

# (further entries)
SMILES,IkB signaling,Peg3 imprint,p53ts 39C kill,p53ts 32C kill
Cc1cc(C)nc(NC(=O)CCC2CCCC2)c1,.,.,2.6%,-9.5%
CN(C1CCS(=O)(=O)C1)S(=O)C12CC3CC(CC(C3)C1)C2 (configuration not stated),1.6%,2.4%,-0.1%,5.1%
CCc1ccc(NC(=O)CN2CCN(C3CCCCC3)C(=O)C2=O)cc1,?,-6.1%[10.9 µM],-7.9%,-4.2%
COc1ccc(C2C(C#N)=C(N)Oc3cc(C)n(Cc4ccncc4)c(=O)c32)cc1 (configuration not stated),0.5%,2.7%,-13.8%,2.3%
COC(=O)c1cc(NC2c3ncccc3C(=O)N2Cc2ccccc2)cc(C(=O)OC)c1 (configuration not stated),0.9%,-10.0%,1.2%,7.8%
O=Cc1cn(CC(=O)N2CCOCC2)c2ccccc12,.,.,12.7%,-6.8%
Cc1[nH]c2ccc(C(=O)OCCN(C)C)cc2c1C,-7.8%,.,-19.4%,7.8%
Nc1ccc(C(=O)NCC(=O)O)cc1,0.7%[25.6 µM],-17.7%,-3.7%,-15.5%
N=c1sccn1CC(=O)NCCc1ccc(Cl)cc1,-0.3%,-14.7%,-2.2%,-4.6%
O=C(Cc1ccccc1)Nc1sc2c(c1C(=O)Nc1ccccc1)CCCCC2,7.5%,-20.7%[10.9 µM],?,-12.1%
CC1CCN(S(=O)(=O)c2cccc(C(=O)N(C)C3CCS(=O)(=O)C3)c2)CC1 (configuration not stated),1.2%,8.6%,2.3%,3.2%
CCCn1c(=O)c2c(nc3n2CCN3c2ccc(C)cc2)n(C)c1=O,?,2.6%[10.9 µM],32.4%[activator],1.5%
COc1ccc(NC(=O)CCCc2nnc3n(CCC(C)C)c(=O)c4sccc4n23)cc1Cl,2.9%,-16.1%[10.9 µM],-16.1%,-3.2%
COc1cc2ccccc2cc1C(=O)Nc1ccc2oc(-c3ccc(F)cc3)nc2c1,4.7%,-2.5%[10.9 µM],?,1.6%
Cc1ccc(NC(=O)COC(=O)c2ccc3c(c2)NC(=O)C2CCCN32)cc1C (configuration not stated),3.2%,-4.6%,-5.6%,6.7%

# Complete entries, looked up by structure.
# Profile of CC1CCN(S(=O)(=O)c2cccc(C(=O)N(C)C3CCS(=O)(=O)C3)c2)CC1 (configuration not stated) = IkB signaling = 1.2%; Peg3 imprint = 8.6%; p53ts 39C kill = 2.3%; p53ts 32C kill = 3.2%
# Profile of Nc1ccc(C(=O)NCC(=O)O)cc1 = IkB signaling = 0.7%[25.6 µM]; Peg3 imprint = -17.7%; p53ts 39C kill = -3.7%; p53ts 32C kill = -15.5%

# The list goes on:
SMILES,IkB signaling,Peg3 imprint,p53ts 39C kill,p53ts 32C kill
CC(=O)N(C(C)=O)c1ncc2c([nH]c3ccccc32)c1C#N,4.9%,7.4%,11.3%,22.1%
O=C(NCCc1ccc(Cl)cc1)c1cccn1-c1nnc(N2CCCC2)s1,?,-7.2%[10.9 µM],-9.2%,-2.4%
CCC1Oc2ccccc2N(CC(=O)NCCCN2CCCCC2CC)C1=O (configuration not stated),-0.1%,-36.9%[inhibitor],-8.2%,-8.0%
Cc1ccccc1-c1nnc(-c2ccccc2)o1,?,-65.9%[inhibitor],-11.9%,-22.1%
Cc1ccc(-c2nc(N3CCCC(C)C3)c3ccccc3n2)cc1 (configuration not stated),0.9%,-17.0%[10.9 µM],2.1%,-10.6%
COc1cc(-c2nc3nc[nH]n3c2Nc2ccc(C(C)C)cc2)ccc1O,?,-6.8%[10.9 µM],-29.1%,-1.5%
O=C(NCCc1ccccc1)C(c1cccs1)N(C(=O)c1csnn1)C1CC1 (configuration not stated),-2.1%,-7.4%,-1.9%,-1.2%
CSc1nc2c(c(=O)n1-c1ccc(F)cc1)SCC2,-0.1%,-2.5%,-1.9%,-4.8%
COC(=O)CC[C@@H](C)[C@@H]1CC[C@@H]2[C@@H]3CC[C@H]4C[C@@H](O)CC[C@@]4(C)[C@@H]3CC[C@]21C,1.9%[11.4 µM],-0.8%[10.9 µM],9.3%[9.22 µM],-5.0%[9.22 µM]
CCOC(=O)c1[nH]nc(N)c1NC(=O)c1ccc(Cl)cc1Cl,0.7%,-9.7%,2.6%,-0.4%
O=C(COC(=O)c1cc(S(=O)(=O)N2CCCCC2)ccc1N1CCOCC1)NC1CCCCC1,1.2%,-11.1%,-1.3%,14.9%
O=C1CC(c2nc(-c3ccc(Cl)cc3)no2)CN1c1ccc2c(c1)OCCO2 (configuration not stated),?,-9.7%[10.9 µM],-23.2%,6.1%
CCCC1CCC(=NNC(=O)OC(C)(C)C)CC1 (configuration not stated),.,.,-2.3%,-21.6%
O=C(Nc1cccc(Br)c1)Nc1nc2c(s1)CCCCCC2,-1.6%,-7.7%[10.9 µM],?,3.8%
N#Cc1ccccc1NC(=O)c1cc2c(=O)n3ccccc3nc2s1,2.0%,-6.1%[10.9 µM],25.2%,7.0%
CCOC(=O)c1c(-c2cccs2)csc1NC(=O)CN1CC(C)OC(C)C1 (configuration not stated),?,-11.9%,31.8%[activator],25.1%
COc1ccc(OCC(=O)NC2CC(=O)N(c3ccc4c(c3)OCCO4)C2)cc1 (configuration not stated),-1.7%,14.0%[10.9 µM],-11.4%,-1.6%
C[C@@H](CN1c2ccccc2Sc2ccccc21)N(C)C,-0.1%[25.6 µM],-10.0%[16.8 µM],-9.8%[20.6 µM],-8.1%[20.6 µM]
CC1CCN(S(=O)(=O)c2ccc3nc(-c4cccnc4)cc(C(=O)NCCCOC(C)C)c3c2)CC1,-0.8%,4.1%[10.9 µM],28.3%,13.7%
CCCCN(C)CCCNC(=O)CS(=O)Cc1nc(-c2ccc(OC)c(OC)c2)oc1C (configuration not stated),-0.5%,-4.7%,-3.0%,-3.2%
COc1cc(OC)cc(-c2nc3nc(C)c(CCC(=O)O)c(C)n3n2)c1,?,-72.3%,-4.8%,-0.6%
CN(C)C(=O)c1ccc(-c2nccc(N(C)Cc3ccco3)n2)cc1,0.7%[11.4 µM],-33.2%[inhibitor],-3.8%,-6.8%
CN(C)c1ccc(CNn2cnnc2SCc2ccc(F)cc2)cc1,2.2%,-9.6%,-9.4%,5.6%
NC(=O)CSc1cn(CCNC(=O)c2cccs2)c2ccccc12,1.2%,-22.7%,14.5%,7.9%
Cc1ccc(NC(=O)CN(C)S(=O)(=O)c2ccc3c(c2)n(C)c(=O)c(=O)n3C)cc1C,?,-1.2%[10.9 µM],18.4%,15.7%
C/C=C/c1ccc(OCCSc2nc(C)cc(=O)[nH]2)c(OC)c1,-2.3%,-12.4%,-25.4%,-15.3%
COc1cc(NS(=O)(=O)c2ccc(-c3cc(C)no3)cc2)cc(OC)c1,?,-17.7%[10.9 µM],-17.2%,19.0%
O=C(O)[C@@H]1CCCN[C@H]1C(=O)O,-11.4%,.,10.9%,-6.0%
